CRFR2-BP ag: CRF-BP/CRF-R2 complex agonism | HEK293 CRF-R2/CRF-BP, calcium dye fluorescence (FLIPR); percent of saturating CRF peptide response | activation, % at 13.2 µM | 350,000 compounds, 0.46% hits | AID 588473;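 active = activation of at least 50%, plus an integration ratio under a set limit after plate pattern correction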;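 also: plate controls were neutral control wells without compound for no effect and CRF at EC100 for full effect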
CHRM5 agonist: agonists of human muscarinic M5 receptor (CHRM5); CHO-K1 hM5 cells, Fluo-8 calcium fluorescence; 0% DMSO wells, 100% maximal acetylcholine response; activation, % at 3 µM; 360,000 compounds, 0.19% hits; AID 624037; P08912;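 active = activation above the run's mean over test compounds plus 3 SD, cut at about 23% in these data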;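 also: signal is peak over basal fluorescence ratio across the kinetic read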
Target sequence (P08912 whole entry, looked up): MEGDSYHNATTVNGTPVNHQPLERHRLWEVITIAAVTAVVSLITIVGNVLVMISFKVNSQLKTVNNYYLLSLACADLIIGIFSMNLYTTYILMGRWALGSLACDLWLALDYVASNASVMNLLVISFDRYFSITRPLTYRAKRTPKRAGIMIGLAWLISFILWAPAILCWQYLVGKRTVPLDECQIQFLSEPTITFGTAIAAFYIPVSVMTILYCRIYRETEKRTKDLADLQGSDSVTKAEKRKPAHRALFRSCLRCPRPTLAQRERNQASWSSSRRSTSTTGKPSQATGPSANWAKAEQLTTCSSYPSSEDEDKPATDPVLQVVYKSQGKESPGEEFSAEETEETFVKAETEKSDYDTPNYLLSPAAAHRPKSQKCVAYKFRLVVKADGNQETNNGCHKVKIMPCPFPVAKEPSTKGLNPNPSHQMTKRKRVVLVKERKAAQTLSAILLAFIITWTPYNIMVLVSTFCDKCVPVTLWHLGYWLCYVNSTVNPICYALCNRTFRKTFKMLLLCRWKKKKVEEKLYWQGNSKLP
M1 PAM parental: M1 PAM counterscreen hit in parental CHO-K1 cells | ATP EC20, Fluo-8 calcium fluorescence; 0% at ATP EC20, 100% at ATP max | activation, % at 3 µM | 360,000 compounds, 0.02% hits | AID 602247;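 active = activation above the run cutoff, the mean activation of all test compounds plus 3 SD, cut at about 40% in these data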;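 also: peak over basal fluorescence ratio in a 140 s read after ATP addition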
TAAR1 antagonist: antagonists of human TAAR1. CHO RD-HGA16 TAAR1, Fluo-8 calcium fluorescence, antagonist. inhibition, % at 3 µM. 360,000 compounds, 1.5% hits. AID 624466;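 active = inhibition above a per-plate cutoff, the mean inhibition of test compounds on that plate plus 3 SD, cut at about 49% in these data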;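 also: 0% = DMSO plus EC80 beta-PEA response and 100% = DMSO alone without agonist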
Target sequence (Q96RJ0 whole entry, looked up): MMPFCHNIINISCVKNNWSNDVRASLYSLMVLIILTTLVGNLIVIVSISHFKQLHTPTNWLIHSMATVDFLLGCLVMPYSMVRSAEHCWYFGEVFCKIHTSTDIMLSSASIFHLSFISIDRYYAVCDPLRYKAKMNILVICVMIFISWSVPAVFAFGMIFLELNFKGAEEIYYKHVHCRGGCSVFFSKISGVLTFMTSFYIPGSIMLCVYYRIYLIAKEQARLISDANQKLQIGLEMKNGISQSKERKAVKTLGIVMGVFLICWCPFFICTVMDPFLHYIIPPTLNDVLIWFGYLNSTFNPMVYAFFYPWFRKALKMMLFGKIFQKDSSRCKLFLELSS
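Test system: RD-HGA16 CHO cells with stable hTAAR1 and Gα16 / Probe or stimulus: EC80 β-phenethylamine stimulus / Times: seeding 17-24 h prior, 75-min 37 °C, 30-min RT dye loading / Detection: Fluo-8 calcium-sensitive fluorescence / Read-out basis: % inhibition scaled between DMSO and EC80 PEA controls / Repeats: singlicate, one well per test compound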
CHRM4 PAM: potentiates acetylcholine response at human M4 receptor; CHO-K1 hM4/Gqi5, Fluo-8 calcium fluorescence, ACh EC20; 0% = ACh EC20, 100% = maximal ACh; activation, % at 3 µM; 360,000 compounds, 0.4% hits;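 active = activation above its plate's cutoff, the mean activation of sample wells plus 3 SD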; also: some results filed as inactive read as strong as hits
M5 PAM: positive allosteric modulators of human muscarinic M5 receptor; P08912; CHO-K1 hM5, Fluo-8 calcium, ACh EC20 PAM; 0% = ACh EC20, 100% = ACh EC100; activation, % at 3 µM; 360,000 compounds, 0.3% hits; AID 624038;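 active = activation above the run cutoff, the mean activation of all test compounds plus 3 SD, cut at about 18% in these data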
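Test system: CHO-K1 hM5 cells / Doses: single-point, 3 µM nominal / Times: Post-acetylcholine fluorescence recording 140 s / Technique: Fluo-8 calcium fluorescence / Measure: Max/basal fluorescence ratio as % of EC20–EC100 ACh window / Benchmarks: low control EC20 acetylcholine (0%), high control EC100 acetylcholine (100%) / Replicates: one well per compound, no replicates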
M5 antag: antagonists of human muscarinic M5 receptor (CHRM5); AID 624040; inhibition, % at 3 µM; CHO-hM5 cells, Fluo-8 calcium fluorescence, ACh EC80; 360,000 compounds, 0.59% hits; P08912;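 active = inhibition above a per-plate cutoff, the mean of that plate's test compounds plus 3 SD, cut at about 27% in these data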;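 also: 0% = acetylcholine EC80 with DMSO and 100% = DMSO without agonist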
TAAR1 ag: human TAAR1 agonism. Q96RJ0. CHO RD-HGA16 TAAR1, Fluo-8 calcium fluorescence; vehicle wells 0%, saturating PEA agonist 100%. activation, % at 3 µM. 360,000 compounds, 0.99% hits;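 active = activation above the mean activation of all test compounds in the run plus 3 SD, cut at about 38% in these data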
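Assay system: CHO-derived RD-HGA16 cells with stable Gα16 and human TAAR1; timing: 17-24 h seeding, 75 min 37 °C dye, 30 min RT; read-out: % activation from peak over basal fluorescence ratio, DMSO-to-PEA scaled; measured by: kinetic Fluo-8 calcium fluorescence; benchmarks: low control DMSO, high control PEA (EC100); doses: 3 µM single concentration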
CRFR2-BP antag: blocks CRF-induced signaling of the CRF-BP/CRF-R2 complex; AID 588475; 350,000 compounds, 0.59% hits; HEK293 CRF-R2/CRF-BP, CRF-induced calcium fluorescence; inhibition, % at 11.8 µM;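 active = inhibition of the ligand-induced calcium signal above about 50% at the single tested concentration, limit read from the data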
An asterisk follows results filed as active; . = no result given. Hits appear at their usual frequency; any-hit rate near 4.2%.

SMILES	CRFR2-BP ag	CHRM5 agonist	M1 PAM parental	TAAR1 antagonist	CHRM4 PAM	M5 PAM	M5 antag	TAAR1 ag	CRFR2-BP antag
Cc1nn(-c2ccc(F)cc2)c(C)c1CN1CCN(CCc2ccccc2)C(CCO)C1 (stereo not given)	-0.4	-17	12	-32	-26	-6	6	0	3
COc1cccc(-c2c(C(=O)N/N=C(\C)c3ccc(Cl)s3)nnn2-c2nonc2N)c1	-1.0	6	7	59*	2	10	-10	89*	-36
COC(=O)c1cn(NC(=O)c2ccc(OC)c([N+](=O)[O-])c2)c(=O)c2ccccc12	-5.1	0	-12	0	-7	-3	0	-1	-17
CCc1nc2ccc(C(=O)N3CCN(C(=O)c4ccco4)CC3)cn2c1N(C)C(=O)C1CCCCC1	.	3	10	-24	-2	0	8	1	.
CCOC(=O)c1c(C)[nH]c(C(=O)CN(C)CC(=O)Nc2ccccc2Cl)c1C	-0.6	-2	10	12	5	-3	8	1	12
CCOC(=O)CNc1nc(C#N)nc(N2CCOCC2)n1	0.3	-2	18	6	-1	1	4	0	-2
O=C(COc1ccc(Br)cc1)Nc1cc(S(=O)(=O)N2CCCCC2)ccc1N1CCCCC1	7.6	-2	26	9	6	6	-8	3	-7
COC(=O)[C@@]1(C)[C@H]2C(=O)N(Cc3ccccc3)C(=O)[C@H]2[C@H]2CN=C(SCC(=O)c3ccccc3)N21	-1.2	1	8	3	-6	6	-7	3	-13
COC(=O)CN1C(=S)N(c2ccccc2)C(=O)C1CC(=O)Nc1ccc(Cl)cc1 (stereo not given)	-1.0	1	18	14	-2	-6	7	11	-38
CC1Sc2ccc(S(=O)(=O)NCCc3ccc(Cl)cc3)cc2NC1=O (stereo not given)	-0.6	1	-2	8	-11	-2	0	6	-11
COC(=O)C1=C(C(=O)OC)[C@@H]2N(Cc3ccccc3)c3ccccc3[C@@]23C[C@@H](C(=O)OC)N(C(=O)c2cc(C)oc2C)C3=N1	1.9	-6	20	5	9	0	6	7	-5
CCOC(=O)N1CCN(c2c(N3CCN(c4ccccn4)CC3)c(=O)c2=O)CC1	0.7	2	-7	-7	0	-2	-1	0	17
CC1(C)Cc2c(sc3nnn(CC(=O)Nc4ccccc4)c(=O)c23)CO1	-1.0	4	7	-12	-2	-1	-6	3	-4
S=c1nc[nH]c2c1cnn2Cc1ccccc1	-0.2	3	-18	9	-9	-7	11	2	3
O=C(OCn1nnc2ccccc2c1=O)c1cn(-c2ccccc2)nc1-c1cccnc1	5.8	-4	15	6	-6	-8	4	7	-7

Some of the entries so far, with two lines to a compound.
Each structure is followed by: CRFR2-BP ag	CHRM5 agonist	M1 PAM parental	TAAR1 antagonist	CHRM4 PAM	M5 PAM	M5 antag	TAAR1 ag	CRFR2-BP antag
- CCOC(=O)c1c(C)[nH]c(C(=O)CN(C)CC(=O)Nc2ccccc2Cl)c1C
  -0.6	-2	10	12	5	-3	8	1	12
- CCOC(=O)CNc1nc(C#N)nc(N2CCOCC2)n1
  0.3	-2	18	6	-1	1	4	0	-2
- O=C(COc1ccc(Br)cc1)Nc1cc(S(=O)(=O)N2CCCCC2)ccc1N1CCCCC1
  7.6	-2	26	9	6	6	-8	3	-7
- COC(=O)[C@@]1(C)[C@H]2C(=O)N(Cc3ccccc3)C(=O)[C@H]2[C@H]2CN=C(SCC(=O)c3ccccc3)N21
  -1.2	1	8	3	-6	6	-7	3	-13
- COC(=O)CN1C(=S)N(c2ccccc2)C(=O)C1CC(=O)Nc1ccc(Cl)cc1 (stereo not given)
  -1.0	1	18	14	-2	-6	7	11	-38
- CC1Sc2ccc(S(=O)(=O)NCCc3ccc(Cl)cc3)cc2NC1=O (stereo not given)
  -0.6	1	-2	8	-11	-2	0	6	-11
- COC(=O)C1=C(C(=O)OC)[C@@H]2N(Cc3ccccc3)c3ccccc3[C@@]23C[C@@H](C(=O)OC)N(C(=O)c2cc(C)oc2C)C3=N1
  1.9	-6	20	5	9	0	6	7	-5
- CCOC(=O)N1CCN(c2c(N3CCN(c4ccccn4)CC3)c(=O)c2=O)CC1
  0.7	2	-7	-7	0	-2	-1	0	17
- CC1(C)Cc2c(sc3nnn(CC(=O)Nc4ccccc4)c(=O)c23)CO1
  -1.0	4	7	-12	-2	-1	-6	3	-4
- S=c1nc[nH]c2c1cnn2Cc1ccccc1
  -0.2	3	-18	9	-9	-7	11	2	3
- O=C(OCn1nnc2ccccc2c1=O)c1cn(-c2ccccc2)nc1-c1cccnc1
  5.8	-4	15	6	-6	-8	4	7	-7

Part of the list above in order of molecular weight, low to high:
SMILES	CRFR2-BP ag	CHRM5 agonist	M1 PAM parental	TAAR1 antagonist	CHRM4 PAM	M5 PAM	M5 antag	TAAR1 ag	CRFR2-BP antag
CCOC(=O)CNc1nc(C#N)nc(N2CCOCC2)n1	0.3	-2	18	6	-1	1	4	0	-2
CCOC(=O)c1c(C)[nH]c(C(=O)CN(C)CC(=O)Nc2ccccc2Cl)c1C	-0.6	-2	10	12	5	-3	8	1	12
O=C(OCn1nnc2ccccc2c1=O)c1cn(-c2ccccc2)nc1-c1cccnc1	5.8	-4	15	6	-6	-8	4	7	-7

(further entries)
SMILES	CRFR2-BP ag	CHRM5 agonist	M1 PAM parental	TAAR1 antagonist	CHRM4 PAM	M5 PAM	M5 antag	TAAR1 ag	CRFR2-BP antag
Cc1cccc(NC(=O)CSc2ncnc3nc[nH]c23)c1C	3.9	4	26	-10	13	5	-14	0	-13
CCOc1ccc(C(=O)N2CCN(CC(=O)N3CCCC3)CC2)cc1OCC	-2.0	2	-5	-1	-3	-8	17	3	0
COc1ccc(C(=O)COC(=O)C(CCSC)NC(=O)COc2ccccc2)c(OC)c1 (stereo not given)	1.0	-4	-15	18	-7	-3	14	0	23
O=C(CSc1nccc(=O)[nH]1)c1c[nH]c2ccccc12	-0.8	-6	11	-15	8	-6	4	1	4
Cc1cc(C(=O)C(C)Cl)c(C)n1Cc1ccco1 (stereo not given)	1.3	1	-4	4	-1	-3	-5	1	-3
CCOC(=O)c1ccc(NC(=O)N2CCN(c3ccccc3OC)CC2)cc1	-3.0	0	-6	2	-5	-7	16	3	-10
CCC(=O)NC(c1ccc(Cl)cc1Cl)c1ccc2cccnc2c1O (stereo not given)	0.1	-6	30	-9	-2	-2	11	3	5
O=C(NCCCn1ccnc1)/C(=C\c1cccnc1)NC(=O)c1ccco1	-0.4	0	-18	3	-4	2	6	1	14
COc1ccccc1NC(=O)COC(=O)c1[nH]c(=O)[nH]c(=O)c1N	-0.9	-2	15	-5	8	9	-10	2	12
CCCCC1=CC2=CC(=O)C(C)(OC(=O)CC)C(=O)C2=CN1C(CO)CO (stereo not given)	1.9	5	-9	19	1	-6	16	7	-7
Cn1c(NC(=O)c2ccc3c(c2)OCO3)cc(=O)n(C)c1=O	4.1	1	19	-32	8	-2	-1	1	-11
N#CCN(CC#N)C(=O)C1c2ccccc2Oc2ccccc21	0.2	-7	-8	7	3	-3	-2	3	6
O=C(N/N=C/c1cc2c(cc1Cl)OCO2)c1ccc2c(c1)OCCO2	-0.8	1	-5	-23	-6	1	2	-1	-2
COC(=O)c1ccc(C(=O)N(CCN(C)C)c2nc3c(Cl)cccc3s2)cc1	-0.3	-8	16	-34	4	9	2	4	0
Cc1ccc2oc(C(=O)N(C)Cc3ccc(C)o3)c(C)c2c1	-1.4	-4	12	-35	-3	-2	7	0	4
Nc1cccc2cnccc12	2.0	3	7	-16	1	-1	0	-1	-14
OCCNCc1cc(Br)ccc1OCc1ccccc1Cl	-2.7	-2	23	10	-4	-4	3	9	-46
Cc1ccc(Sc2ncccc2C(=O)NCC(c2ccc(F)cc2)N2CCOCC2)cc1C (stereo not given)	0.2	2	-13	-8	4	-5	-2	2	-8
CCc1c(O)nc(SCC(=O)N2CCCCC2)n(-c2ccccc2C)c1=O	1.5	1	21	.	8	7	-7	.	-3
O=C(CSc1ncnc2ccccc12)N1CCCC1	1.1	0	3	7	4	1	1	2	10
CCC(C)(C)n1nnnc1C(c1ccccc1)N1CCc2ccccc2C1 (stereo not given)	2.2	-6	22	12	11	3	-1	13	-16
COc1ccccc1NC(=O)CSc1nc2ccccc2cc1Cc1ccccc1	-0.5	0	42*	-18	-1	-3	0	0	18
COc1ccc2c(C)cc(=O)sc2c1	-0.2	1	0	-2	0	0	6	7	19
COc1cc(NC(=O)CCn2c(=O)[nH]c3ccsc3c2=O)cc(OC)c1	-0.6	2	11	-1	8	6	-13	4	9
CCCCc1nc2cc(C(=O)N(C)C3CCOCC3)ccc2o1	-0.2	-1	10	-17	-2	-7	15	0	-3
CCN(CC)S(=O)(=O)c1ccc(NC(=O)CCNC(=O)c2ccco2)cc1	-1.9	-2	-5	-5	-7	-2	8	0	10
C=CCN=c1scc(C)n1/N=C/c1ccc(O)c(O)c1	0.6	4	11	0	0	4	11	0	-5
COc1ccc(/C=N/Nc2nnc(Cc3ccccc3)c(=O)[nH]2)cc1	2.4	-4	20	-5	11	-2	4	-1	-1
COc1ccc(CNC(=O)CCS(=O)(=O)c2ccc3c(c2)NC(=O)CS3)cc1	-1.5	-4	9	-13	-1	-1	8	4	-4
CN(C)S(=O)(=O)c1cccc(NC(=O)Cc2ccc(Cl)cc2)c1	-3.0	3	2	-9	-2	-10	1	6	27
CCCC(=O)N(c1ccccc1)C1C=CS(=O)(=O)C1 (stereo not given)	8.4	-5	7	6	3	-2	-5	3	13
CCn1nnc(NC(=O)COc2ccc([N+](=O)[O-])cc2)n1	1.7	1	7	-16	1	1	12	0	6
CCOC(=O)N1CCN(C(=O)Nc2ccc(Cl)cc2Cl)CC1	-2.2	3	19	-2	4	2	-5	9	-13
O=C1CC(NS(=O)(=O)c2ccc3ccccc3c2)CN1c1ccccc1 (stereo not given)	-0.6	0	16	11	4	0	7	7	-3
Fc1ccc2nc(Nc3nc4c(s3)CCCC4)sc2c1	0.0	-5	2	2	1	-15	6	6	-27
O=C1NC2c3c(Cl)sc(Cl)c3C(=O)C2O1 (stereo not given)	0.9	2	4	-3	14	-2	10	0	4
CN(C=O)c1ccc(CSc2ccccc2)cc1	-4.6	2	8	1	9	5	0	4	20
O=C(CN(Cc1ccco1)C(=O)c1ccc(F)cc1)Nc1ccccc1Br	4.9	2	2	-8	0	-5	-2	1	-3
O=C(CCN1C(=O)c2ccccc2S1(=O)=O)N1CCN(c2ccc(F)cc2)CC1	2.1	1	14	1	13	-1	2	2	-1
Cc1ccnc(NC(=O)CCNC(=O)c2ccccc2Cl)c1	-0.3	-3	8	1	21*	-3	8	1	8
COc1cccc(=O)c2c(C)oc(C)c12	1.8	-2	10	-7	1	1	-3	1	10

Screening results as filed in PubChem.
